From PubChem BioAssay
PI4K2A block = qHTS for small molecular inhibitors of PI4K2A; Phosphatidylinositol 4-kinase type 2-alpha (Homo sapiens), Q9BTU6; purified PI4K2A, ADP-Glo luminescence, 1 h; hits give low values; activity change, negative = inhibition, % at 76.9 µM; 420,000 tested, 0.13% active; AID 1346378, 2018; in the data active means activity change below about -50%; inconclusive means mostly about -30% to -49%;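 further: -100% = wells without enzyme as full effect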
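PI4K2A activity was measured by ADP-Glo luminescence: enzyme (4 ug/mL stock) and phosphatidylinositol (1.2 mM stock) in Tris pH 7.5/MgCl2/EGTA/Triton X-100 buffer were reacted with ATP (300 microM stock) for one hour at ambient temperature.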
Pin1 inhibitor = qHTS Assay to Find Inhibitors of Pin1; Pin1 FP peptide displacement, HiFluor488, 10 min; Potency, µM (titrated, usually from 115 µM), inactives show at the highest dose activity, negative = inhibition, usual class: inhibitors; Peptidyl-prolyl cis-trans isomerase NIMA-interacting 1 (Homo sapiens), Q13526; 390,000 tested, 0.009% active; active means well fitted inhibition curve with a large enough effect in the polarisation, with a control signal flat, not every such curve was filed as active; inconclusive means small, poorly fitted or top-dose-only effect, or effect the other way, or a change in a side signal; inactive means no such curve, though single readings can be large or run the other way; the % refers to the polarisation; further: potency means the concentration at half of the fitted maximal effect; on the % scale 0 is the no-effect control and ±100 the full control effect
BAZ2B block = qHTS Assay for Inhibitors of BAZ2B. 360,000 tested, 4.4% active. AlphaScreen BAZ2B-H3K14Ac peptide displacement. AID 504333, 2011. Potency, µM (series often up to 114 µM), inactives show at the highest dose activity change, negative = inhibition, usual class: inhibitors. Bromodomain adjacent to zinc finger domain protein 2B (Homo sapiens), Q9UIF8; further: potency means the concentration at half of the fitted maximal effect; on the % scale 0 is the no-effect control and ±100 the full control effect; nearly all actives have a fitted effect of over 60% in size
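Protein-peptide AlphaScreen: BAZ2B 50 nM, b-H3K14Ac 50 nM, 1x PBS pH 7.4 + 0.01% Tween-20. Preincubation 30 min RT; cpd 30 min RT (top 110 uM); beads 20 min RT, light-protected.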
GLS inhibitor = qHTS for Inhibitors of Glutaminase (GLS); Glutaminase kidney isoform, mitochondrial (Homo sapiens), O94925; Potency, µM (titrated, usually from 45.5 µM), inactives show top-dose activity change, negative = inhibition, most hits filed as inhibitors; GLS enzymatic activity, qHTS titration; AID 624170, 2012; 410,000 tested, 0.21% active; further: potency means the concentration at half of the fitted maximal effect; on the % scale 0 is the no-effect control and ±100 the full control effect
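hKGA; 45 mM KH2PO4 pH 8.2 + 0.02% Tween-20; cpd via pin tool; 1 mM Gln soln; GluOx/HRP/Amplex Red; RT 30 min; fluor. t0 & final.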
POLH inh = qHTS for Inhibitors of Polymerase Eta | 390,000 tested, 1.2% active | Potency, µM (series often up to 114 µM), for inactives: top-dose activity change, negative = inhibition, hits mostly inhibitors | AID 588591, 2011 | DNA polymerase eta (Homo sapiens), Q9Y253 | recombinant Pol eta, fluorescent DNA replication assay; further: potency means the concentration at half of the fitted maximal effect; on the % scale 0 is the no-effect control and ±100 the full control effect
Target sequence (Q9Y253 whole entry, looked up): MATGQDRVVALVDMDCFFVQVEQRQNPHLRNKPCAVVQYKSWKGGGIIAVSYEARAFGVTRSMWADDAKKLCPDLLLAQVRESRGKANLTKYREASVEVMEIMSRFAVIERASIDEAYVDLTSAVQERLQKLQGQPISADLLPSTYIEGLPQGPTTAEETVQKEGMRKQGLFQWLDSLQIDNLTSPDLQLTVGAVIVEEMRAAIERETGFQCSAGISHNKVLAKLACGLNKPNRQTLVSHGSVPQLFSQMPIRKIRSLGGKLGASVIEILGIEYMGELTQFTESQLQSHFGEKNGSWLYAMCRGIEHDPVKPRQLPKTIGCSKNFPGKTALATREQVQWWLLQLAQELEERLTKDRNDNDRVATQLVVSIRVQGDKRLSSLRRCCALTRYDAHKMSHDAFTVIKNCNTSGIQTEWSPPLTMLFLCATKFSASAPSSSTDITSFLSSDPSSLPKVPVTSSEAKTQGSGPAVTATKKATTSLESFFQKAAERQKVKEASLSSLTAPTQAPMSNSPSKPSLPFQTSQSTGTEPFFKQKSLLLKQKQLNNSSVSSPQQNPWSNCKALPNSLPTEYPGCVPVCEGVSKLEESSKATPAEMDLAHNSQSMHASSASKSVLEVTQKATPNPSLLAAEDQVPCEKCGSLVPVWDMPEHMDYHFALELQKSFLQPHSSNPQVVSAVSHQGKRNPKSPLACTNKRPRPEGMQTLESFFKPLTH
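Pol eta (10 nM) was preincubated with compounds for 15 min at room temperature, after which fluorescent replication substrate (50 nM final) was added to start the reaction. Fluorescence was read kinetically at 0 and 10 min.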
HP1b binding inh = HTS for Inhibitors of HP1-beta Chromodomain Interactions with Methylated Histone Tails; AlphaScreen HP1-beta / biotin-H3K9me3 peptide binding; Chromobox protein homolog 1 (Homo sapiens), P83916; 390,000 tested, 0.56% active; Potency, µM (doses to about 114 µM), for inactives: at the highest dose activity change, negative = inhibition, most hits filed as inhibitors; further: potency means the concentration at half of the fitted maximal effect; nearly all actives have a fitted effect of over 70% in size; inactives centre near 23
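HP1-beta protein (50 nM final) preincubated 30 min at room temperature with biotinylated H3(1-18)K9me3 peptide (50 nM) in PBS pH 7.4, 0.01% Tween-20, then compound added for 30 min. AlphaScreen streptavidin donor/nickel chelate acceptor beads (10 ug/mL final), 30 min dark, luminescence read.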
PGK inhibitor = qHTS Assay to Find Inhibitors of Phosphoglycerate Kinase; Phosphoglycerate kinase, glycosomal (Trypanosoma brucei brucei), P07378; PGK/GAPDH coupled, Kinase-Glo luminescence, 60 min; Potency, µM (doses to about 57.5 µM), for the others: top-dose activity change, negative = inhibition, hits mostly inhibitors; 380,000 tested, 0.043% active; AID 602233, 2012; further: potency means the concentration at half of the fitted maximal effect; on the % scale 0 is the no-effect control and ±100 the full control effect; nearly all actives have a fitted effect of over 60% in size
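Recombinant glycosomal PGK reaction used 1,3-bisphosphoglycerate generated in-well by GAPDH (100nM final) in 100mM TEA pH 7.6, 5mM MgCl2, 0.01% Tween-20. After 60 minutes at room temperature, ATP was read by Kinase-Glo Plus luminescence end-point.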
G9a block = qHTS Assay for Inhibitors of Histone Lysine Methyltransferase G9a | AID 504332, 2011 | G9a H3K9 monomethylation, AlphaScreen, 2 h | Histone-lysine N-methyltransferase EHMT2 (Homo sapiens), Q96KQ7 | Potency, µM (series often up to 102 µM), for the others: at the highest dose activity, negative = inhibition, actives largely listed as inhibitors | 350,000 tested, 8.8% active; further: potency means the concentration at half of the fitted maximal effect; on the % scale 0 is the no-effect control and ±100 the full control effect; nearly all actives have a fitted effect of over 75% in size
Target sequence (Q96KQ7 913-1193 limits assumed): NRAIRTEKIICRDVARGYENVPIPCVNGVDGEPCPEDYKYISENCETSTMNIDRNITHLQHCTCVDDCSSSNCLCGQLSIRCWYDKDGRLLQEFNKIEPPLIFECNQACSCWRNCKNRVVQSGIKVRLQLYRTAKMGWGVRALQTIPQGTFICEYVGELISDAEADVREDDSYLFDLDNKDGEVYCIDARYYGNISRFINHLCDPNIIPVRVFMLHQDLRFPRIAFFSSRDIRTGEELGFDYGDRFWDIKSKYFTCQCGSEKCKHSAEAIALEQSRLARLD
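Step 1: enzyme (final 20 nM) with compound, 15 min RT. Step 2: substrate peptide 500 nM and SAM 20 uM, 2 h RT. Step 3: anti-H3K9me1 antibody and AlphaScreen beads, 10 min, then plate read.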
JMJD2A Tudor inh = qHTS Assay for Inhibitors of JMJD2A-Tudor Domain; Lysine-specific demethylase 4A (Homo sapiens), O75164; AlphaScreen JMJD2A-Tudor / H3K4me3 peptide binding; Potency, µM (doses to about 114 µM), for inactives: at the highest dose activity change, negative = inhibition, usual class: inhibitors; 390,000 tested, 4.4% active; AID 504339, 2011; further: potency means the concentration at half of the fitted maximal effect; on the % scale 0 is the no-effect control and ±100 the full control effect; nearly all actives have a fitted effect of over 50% in size
The depositor's hits bear a star; i = inactive; ? = inconclusive; . = no result given; [ ] = remark or other dose. Unless noted, the call rests on the fitted dose curve; in most records, active means well fitted curve in the direction sought with a large enough effect; inconclusive means small, poorly fitted or top-dose-only effect, or another doubt; inactive means no such curve, though single readings can be large; an effect the other way counts as inactive or inconclusive.

SMILES | PI4K2A block | Pin1 inhibitor | BAZ2B block | GLS inhibitor | POLH inh | HP1b binding inh | PGK inhibitor | G9a block | JMJD2A Tudor inh
COc1ccc2[nH]c3c(=O)n(Cc4ccc(C(=O)N5CCCCCC5)cc4)c(=S)[nH]c3c2c1 | 4 | 8% | -37% | -27% | -5% | 28% | -2% | ? | ?
COc1ccccc1-c1ccc(SCC(=O)NCc2ccc3c(c2)OCO3)nn1 | 1 | 0% | -39% | 0% | -4% | -1% | i | -2% | -21%
CCOc1ccc(N(CC(=O)NCC2CCCO2)S(=O)(=O)c2ccc(C)cc2)cc1 (stereo not given) | 3 | -6% | -2% | -4% | -22% | -3% | -3% | 50µM* | ?
O=C(CSc1nc(-c2ccccc2)nc2c1CCCC2)c1ccc(F)cc1 | -4 | 0% | 9% | 2% | -12% | 72%[activator] | -4% | 2%[59 µM] | 32%[activator]
Cc1cc2nc(SCCN3CCOCC3)[nH]c2cc1C | -2 | 3% | -5% | 18% | -7% | 13% | 0% | 12%[59 µM] | -1%
COCC(=O)N(Cc1cc2cc(C)ccc2[nH]c1=O)c1cccc(C)c1C | 0 | 2% | -26% | -8% | -7% | 43%[activator] | -3% | 35% | 1%
Cc1cccc(C)c1Nc1nnc(SCC(=O)Nc2cc(S(=O)(=O)N3CCCCC3)ccc2Cl)s1 | -4 | 38%[activator] | -2% | -3% | -18% | 27% | i | -10%[59 µM] | -15%
Cc1cc(=O)n(Cc2cccc(Cl)c2)c2c1c(C)nn2C | 1 | -4% | 191%[activator] | -5% | -22% | 54%[activator] | -8% | 109%[activator][59 µM] | 75%[activator]
O=C(NC12CC3CC(CC(C3)C1)C2)c1ccc(-c2cccc(Cl)c2)o1 | 6 | 20% | ? | 3% | -17% | 1% | -7% | ? | -8%
O=C(O)C1CCCCC1C(=O)NCc1ccc(F)cc1 (stereo not given) | -1 | 3% | 2% | -3% | 2% | -2% | -9% | -15%[12.7 µM] | -1%
COc1ccccc1Nc1nc(N)nc(CCl)n1 | -3 | 1% | -14% | -13% | -12% | 36% | -12% | . | -1%
N=C1SCC(=O)N1c1ccc(Cl)cc1 | -15 | 1% | 8% | 1% | -1% | 22% | -5% | . | -6%
O=C(OCc1ccccc1)N(CCCCN(CCCNCc1ccccc1)C(=O)OCc1ccccc1)CCCNCc1ccccc1 | 7 | 7% | . | -1% | -18% | -3% | i | . | -31%
Cc1nnc(SCC(=O)NC2CCCC2)n1-c1ccccc1 | -3 | 2% | -3% | -1% | 4% | 27% | 0% | 24%[12.7 µM] | -10%
CC(C)C1C(=O)N(Cc2cn(CC3CCCCC3)nn2)CCS(=O)(=O)N1Cc1ccc(-c2ccc(F)nc2)cc1 (stereo not given) | 3 | . | . | 0% | -23% | . | -3% | . | .
C[C@]12c3[nH]c4ccc(Cl)cc4c3CCN1C(=O)[C@@H](CC(=O)NCc1cccc(C(F)(F)F)c1)C[C@@H]2C(=O)N1CCOCC1 | 0 | 1% | . | 5% | -23% | -2% | -9% | . | ?
COC(CNC(=O)c1ccc(N2CCCC2=O)cc1)OC | -3 | -9% | 4% | -4% | 7% | 12% | -6% | 5%[59 µM] | -7%
CCCCNC(=O)C1(NC(=O)Nc2ccccc2)CCCCC1 | -2 | -7% | 6% | 0% | 7% | 15% | 1% | . | 0%
Cc1cccc(-n2nnc(C(=O)Nc3ccc(F)cc3)c2N)c1 | 0 | ? | 12% | -1% | -12% | 45%[activator] | 5% | 4%[59 µM] | -14%
O=C(/C=C/C(=O)N1CCc2ccccc2C1)N1CCc2ccccc2C1 | 0 | -4% | -14% | -3% | 1% | 28% | -8% | 0%[59 µM] | -15%
CCc1c(C)nc(SCC(N)=O)c(C#N)c1C | -2 | -9% | 5% | 5% | -3% | 15% | . | -1%[59 µM] | -19%
CCOC(=O)c1nn(-c2cccc(OC)c2)c2nc(CC)c(C#N)c(=O)n12 | 6 | 11% | 11% | -13% | -14% | 33% | -5% | 20%[59 µM] | 0%
COc1ccccc1CNc1nc(-c2cc(C)n(C)c2C)cs1 | -25 | ? | 40µM* | 5% | -8% | -37% | -6% | 10µM* | 40µM*
CC(Cc1cccnc1)NC(=O)c1cc(COc2ccc(F)cc2Cl)on1 (stereo not given) | -5 | 0% | 23% | 2% | -18% | 35% | -4% | 26% | -17%
CCOc1ccc(N(C)S(=O)(=O)c2ccc(C)c(C(=O)NCc3ccccc3OC)c2)cc1 | -5 | 41%[activator] | 8% | -4% | -12% | 34% | 4% | 21%[59 µM] | -13%

Limited to GLS inhibitor and G9a block, for some of the entries so far:
SMILES	GLS inhibitor	G9a block
O=C(NC12CC3CC(CC(C3)C1)C2)c1ccc(-c2cccc(Cl)c2)o1	3%	?
Cc1cccc(C)c1Nc1nnc(SCC(=O)Nc2cc(S(=O)(=O)N3CCCCC3)ccc2Cl)s1	-3%	-10%[59 µM]

The list goes on:
SMILES | PI4K2A block | Pin1 inhibitor | BAZ2B block | GLS inhibitor | POLH inh | HP1b binding inh | PGK inhibitor | G9a block | JMJD2A Tudor inh
CCn1c(SCC(=O)c2cc(OC)ccc2OC)nnc1C(C)C | 3 | 2% | -2% | 16% | -12% | 38% | i | ? | 2%
O=C(NCc1ccccn1)c1ccc(Cl)c(NC2=NC3CS(=O)(=O)CC3S2)c1 (stereo not given) | -1 | -1% | 0% | -7% | -15% | 79%[activator] | 8% | 16% | -14%
O=C(Nc1nc2ccccc2c(=O)s1)c1ccco1 | 28 | -1% | -29% | -1% | 0% | 19% | -9% | 71µM* | -15%
COc1ccc(NC(=O)c2cnc3cc(C)ccn3c2=O)c(OC)c1 | 1 | 8% | -13% | -5% | -14% | 30% | -9% | 3%[59 µM] | -11%
CN1C(=O)Cc2cc(S(=O)(=O)Nc3ccc(Cl)cc3)ccc21 | -11 | 17% | -16% | 3% | -9% | 2% | -3% | ? | -11%
CN(C)C(=O)CSc1nnc(CCNC(=O)OC(C)(C)C)o1 | 2 | -1% | -36% | -15% | 5% | 11% | -1% | -33% | -14%
N#CCSc1nc2sccc2c(=O)n1-c1ccccc1 | -13 | 0% | 1% | 2% | -6% | 0% | -2% | ? | -12%
C/C(=N/NS(=O)(=O)c1cc(C)ccc1C)c1ccc2c(c1)OCO2 | -3 | -2% | -25% | 7% | -13% | 23% | i | 9% | -18%
CCCCCCSc1ccc([C@@H]2[C@H]3C(=O)N(CC)C(=O)[C@H]3[C@]3(C(=O)OC)CCCN23)cc1 | 4 | ? | ? | 10% | -9% | -2% | -10% | 16%[2.33 µM] | ?
O=C(c1[nH]ncc1-c1cccc(Br)c1)C1CO1 (stereo not given) | -2 | -1% | 1% | 8% | -9% | 10% | i | 4% | -8%
CC(C)(C)n1nnnc1C(c1cccnc1)N(Cc1ccccc1)Cc1cccs1 (stereo not given) | 0 | 5% | ? | 0% | -19% | 34% | i | -5% | -14%
Cc1cccc2sc(NNC(=O)C3=COCCO3)nc12 | 3 | -2% | -23% | 43%[activator] | 8% | 34% | 6% | -1% | -22%
O=C(O)C1(S(=O)(=O)c2ccc(Cl)cc2)CCC1 | -1 | -1% | 7% | 6% | 4% | 6% | 3% | 3% | -8%
Cc1ccc(-c2nnc(N(C)C(=O)C3CCCO3)s2)cn1 (stereo not given) | -6 | 2% | ? | -6% | ? | 40% | i | 45µM* | -13%
O=C1CCC(=O)N1CCSC(=S)N1CCSCC1 | -1 | 0% | 2% | -17% | -22% | 55%[activator] | -5% | 23% | -5%
O=C(Cc1ccc(Cl)cc1)Nc1ccccc1Sc1ccccc1 | 3 | 0% | 151%[activator] | 14% | -10% | 254%[activator] | 3% | 180%[activator][59 µM] | 186%[activator]
CN(CC(=O)Nc1c(Cl)cccc1Cl)C(=O)CCCN1C(=O)c2ccccc2C1=O | -1 | 2% | 14% | 1% | -8% | 31% | i | -43%[59 µM] | -10%
O=C1CCC[C@@H]2[C@H](Cc3ccccc3)[C@@H](O)C[C@@H]3CCN1[C@@H]32 | 0 | -5% | . | -1% | -11% | 41%[activator] | -2% | . | -6%
O=C(N/C(=C/c1cn(-c2ccccc2)nc1-c1ccccc1)C(=O)N1CCOCC1)c1ccc(Cl)cc1Cl | 0 | 3% | 5% | 0% | -11% | 21% | -2% | 7%[59 µM] | -23%
c1ccc2c(c1)CCNC2c1ccncc1 (stereo not given) | -1 | -8% | -3% | 7% | -2% | 16% | i | . | -4%
O=C(O)c1ccc(CN2C(=O)c3ccccc3S2(=O)=O)cc1 | 2 | -3% | 5% | 0% | 4% | 14% | i | -7% | -2%
O=C(O)c1cc2ccccc2c(N=Nc2cccnc2)c1O | 2 | ? | ? | -14% | -16% | ? | -11% | 50µM* | -32%
O=S1(=O)CCOC[C@H](Cc2ccccc2)N1Cc1ccccc1F | 0 | 0% | . | -6% | -22% | 50%[activator] | -2% | . | -10%
Cc1ccc(C(=O)N2CCN(Cc3ccc4c(c3)OCO4)CC2)cc1C | 0 | -7% | -24% | -5% | 5% | 25% | i | ? | -15%

The list is partial, so the mix of outcomes need not match the whole.
